Screening results from PubChem BioAssay.
F508del corr – correctors of CFTR F508del function in bronchial epithelial cells; CFBE cells, YFP halide quenching; stimulated with forskolin plus potentiator P3; % fluorescence drop versus neutral controls; activity (quench increase), % at 7.58 µM; hit rate 0.36% among 350,000; AID 720511;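 active = mean added fluorescence quench of at least 8% versus neutral control, with both replicates also reaching 8%; inconclusive = only one of the mean or replicate conditions met; inactive = mean below 8% and not both replicates reaching 8%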;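 also: cells transiently co-express mutant CFTR-F508del with the halide-sensitive YFP; corrector assay measuring rescue of mutant channel to the surface after 24 h compound exposure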
DENV2 CPE rescue – inhibitors of DENV2 cytopathic effect. DENV2-infected cells, cytopathic effect rescue, plate reader. CPE inhibition, % at 9.99 µM. hit rate 1.7% among 350,000. AID 651640; in the data active = CPE inhibition above about 20%, passing the limit was not always enough; inconclusive = no clear call, values can overlap the other calls; tested in BHK-21 cells;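 also: 0% = median of neutral control wells and 100% = median of positive control wells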
EWS-Fli block – EWS/Fli transcriptional activity inhibition; A673 NR0B1-luciferase reporter, viability-normalised; inhibition, % at 12.6 µM; hit rate 0.67% among 350,000; AID 651661;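 active = mean inhibition of at least 50% after viability correction, with every replicate also passing that limit; inconclusive = mean reaches 50% but only one of two replicates passes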;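 also: firefly luciferase signal divided by Alamar Blue viability fluorescence both relative to DMSO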
ARNT-TACC3 inh – disruptors of human ARNT/TACC3 interaction; AlphaScreen His-ARNT PAS-B/GST-TACC3 binding, luminescence; TACC3 fragment carries E629A point mutation; inhibition, % at 9.99 µM; hit rate 0.66% among 390,000; AID 623870;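 active = mean inhibition of replicates at least 50% and at least half of replicates each reaching 50%; inconclusive = half or more replicates reach 50% but mean below 50%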;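 also: 0% = complete ARNT plus TACC3 wells and 100% = ARNT alone without TACC3; many hits fall short of the cut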
ERp5 inh – ERp5 (human) disulfide isomerase inhibition; ERp5 insulin aggregation, absorbance 650 nm, 90 min; hit rate 0.05% among 350,000; inhibition, % at 9.99 µM; AID 651711;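 active = mean replicate inhibition above about 25%, with every replicate also reaching it, limit read from the data, passing the limit was not always enough; inconclusive = only one of those two criteria met; inactive = neither criterion met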
Target sequence (Q15084 whole entry, looked up): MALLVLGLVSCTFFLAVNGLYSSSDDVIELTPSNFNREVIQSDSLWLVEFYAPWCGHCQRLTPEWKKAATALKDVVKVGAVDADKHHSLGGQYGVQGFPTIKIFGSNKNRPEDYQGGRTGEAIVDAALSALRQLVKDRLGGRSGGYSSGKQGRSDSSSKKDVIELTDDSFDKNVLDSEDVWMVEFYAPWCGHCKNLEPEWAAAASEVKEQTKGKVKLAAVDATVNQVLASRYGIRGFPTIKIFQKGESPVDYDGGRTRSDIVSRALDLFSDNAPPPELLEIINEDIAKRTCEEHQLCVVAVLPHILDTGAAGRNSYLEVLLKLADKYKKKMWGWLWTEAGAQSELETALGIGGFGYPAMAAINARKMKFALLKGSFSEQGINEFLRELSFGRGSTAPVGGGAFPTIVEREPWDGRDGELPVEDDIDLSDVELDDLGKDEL
GSIS activator – GLuc luminescence reporter in INS-1E cells, primary screen for activators of glucose-dependent secretion of insulin | INS-1E GLuc reporter insulin secretion, 2-3 h | activation, % at 16.6 µM | hit rate 0.61% among 370,000;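 active = lowest replicate activation of at least 40%, so every replicate reaches that level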;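 also: 0% = median of neutral control wells and 100% = median of IBMX positive control wells; some compounds called inactive have numbers as strong as hits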
Xi reactivation – X-chromosome reactivation activator. hit rate 0.055% among 360,000. activation, % at 7.58 µM. XiGFP mouse fibroblasts, % GFP-positive cells imaging, 3 d; cells co-treated with 5-aza-dC sensitizer; scaled so ellipticine positive control = 100%. AID 743238;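 active = mean normalized replicate activation at least 10% and every replicate at or above 10%; inconclusive = only one of the two criteria met; inactive = mean below 10% and not all replicates reach 10%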;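 also: 0% = median of on-plate neutral control wells and 100% = ellipticine 6 µM median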
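assay system = SV40-immortalized XiGFP fibroblast cells, line 68-5-11 | buffer or medium = DMEM plus 5-aza-dC sensitizer | doses = single-point pinned compound dosing | times = 3-day compound exposure, then 15 min fixation at room temperature | benchmarks = positive control ellipticine, 6 µM final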
PAX8 reporter – inhibitors of PAX8 transcriptional activity in RMG-I cells; RMG-I TPO-luciferase reporter, SteadyGlo, 24 h; inhibition, % at 12.6 µM; hit rate 1.2% among 360,000; AID 652154;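 active = mean replicate inhibition at least 60% with every replicate also reaching 60%; inconclusive = only one of the two criteria is met; inactive = mean below 60% and not all replicates reaching 60%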;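 also: luciferase light reporting Pax8 driven TPO promoter activity; plate controls were median of neutral control wells for no effect and mitoxantrone controls for full effect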
Numbers without * were called inactive; ? = inconclusive; nt = not tested or not shown. Hits appear at their usual frequency; about 4.2% have a hit in one of these screens.

SMILES	F508del corr	DENV2 CPE rescue	EWS-Fli block	ARNT-TACC3 inh	ERp5 inh	GSIS activator	Xi reactivation	PAX8 reporter
NC(=O)COC(=O)c1ccc2c(c1)S(=O)(=O)N=C1CCCCCN12	-1.3	-4	-2	0	0	17	0.0	28
Cc1ccc(C(=O)N2c3ccccc3Sc3ccccc32)cc1	-0.2	-14	-15	nt	1	26	-0.1	6
Cn1nc(C(=O)OCc2ccccc2F)c2ccccc2c1=O	0.4	-5	6	-3	0	1	0.0	13
C[C@@H]1CCCCO[C@H](CN(C)C(=O)c2ccncc2)[C@H](C)CN([C@@H](C)CO)C(=O)c2cc(NS(=O)(=O)c3cccs3)ccc2O1	1.0	-2	-8	-15	0	-5	0.3	-25
CO[C@@H]1CC[C@@H]2CCN(C)C(=O)[C@H](C)N(C)C(=O)c3cc(C#N)ccc3OC[C@@H]1O2	nt	-1	0	2	3	-2	0.0	-7
COc1cc(CN(C(=S)NCC(=O)N2CCCC2)C2CCCC2)cc(OC)c1OC	-0.8	nt	-3	-4	3	-4	0.0	8
C[C@@H]1CN([C@H](C)CO)C(=O)c2cc(NC(=O)CCCN(C)C)ccc2O[C@@H]1CN(C)S(=O)(=O)c1ccc(F)cc1	-0.8	17	-4	1	-2	0	1.6	-8
CCOc1ccc(S(=O)(=O)Nc2ccccc2C(=O)N(C)C2CCN(C)CC2)cc1	-2.5	-8	-9	5	0	17	0.0	-3
CCOC(=O)N1CCN(C(=O)c2cc(COc3c(F)cccc3F)on2)CC1	4.1	1	-78	nt	-1	0	0.1	-227
Cn1cnc(S(=O)(=O)N2CC[C@@H]3[C@H](CO)Nc4ccc(-c5ccccc5)cc4[C@@H]32)c1	6.3	8	-31	4	-2	2	0.3	-30
O=S(=O)(c1ccc(Cl)cc1)N1CCN2CCCC2C1 (stereo not drawn)	0.3	6	-4	-4	0	10	0.0	-16
CCOC(=O)C1=CN(Cc2ccco2)S(=O)(=O)N(C)C1c1ccc2ccccc2c1 (stereo not drawn)	0.0	-5	-9	0	2	-26	0.1	11
CCOc1ccc(CCNC(=O)c2ccc(F)c(S(=O)(=O)N3CCOCC3)c2)cc1OCC	-3.7	-6	4	-3	18	0	0.1	nt
C[C@@H]1CCCCO[C@H](CN(C)Cc2ccc(C(F)(F)F)cc2)[C@@H](C)CN([C@@H](C)CO)C(=O)c2cc(N(C)C)ccc2O1	-0.4	-3	-15	-10	2	0	-1.1	-17
COCCC(C(=O)Oc1c(C(C)(C)C)cc(C)cc1C(C)(C)C)c1ccccc1 (stereo not drawn)	-2.4	?	3	-5	-4	-1	0.1	-12
CC(=O)c1cccc(NC(=O)C(=O)c2cn(CC(=O)N3CCCCC3)c3ccccc23)c1	2.5	4	-41	8	6	-3	0.4	-2
Cc1cc(C)n(Cc2cnc(N3CCOCC3)s2)n1	-2.5	nt	-14	-2	2	-2	0.0	-13
O=C1CC(c2ccccc2)Oc2ccccc21 (stereo not drawn)	2.1	-6	-27	2	1	4	0.0	-64
COc1cccc(C(=O)NCC(=O)N/N=C/c2c(C)[nH]c3ccccc23)c1	-0.8	-1	-3	-2	9	-3	0.0	15
COC(=O)Cc1ccc(NC(=S)NN2CCOCC2)cc1	-0.1	19	3	-2	-2	11	-0.1	-12

Reprinted at random: 2 records from the list, in no set order.
SMILES	F508del corr	DENV2 CPE rescue	EWS-Fli block	ARNT-TACC3 inh	ERp5 inh	GSIS activator	Xi reactivation	PAX8 reporter
NC(=O)COC(=O)c1ccc2c(c1)S(=O)(=O)N=C1CCCCCN12	-1.3	-4	-2	0	0	17	0.0	28
CCOC(=O)N1CCN(C(=O)c2cc(COc3c(F)cccc3F)on2)CC1	4.1	1	-78	nt	-1	0	0.1	-227

Additional structures
SMILES	F508del corr	DENV2 CPE rescue	EWS-Fli block	ARNT-TACC3 inh	ERp5 inh	GSIS activator	Xi reactivation	PAX8 reporter
COc1cccc(N2C(=O)C3CCCN3C2c2ccc(Cl)cc2)c1 (stereo not drawn)	-4.1	?	-2	-7	2	-6	0.2	-1
CC(C)(C)C(=O)N1CCN(c2ncccc2C(F)(F)F)CC1	1.4	-1	-3	2	12	6	0.3	-20
CC1Cc2cc(/C(O)=C3/C(=O)C(=O)N(CCCn4ccnc4)C3c3ccc([N+](=O)[O-])cc3)ccc2O1 (stereo not drawn)	-4.3	-1	nt	43	-4	6	0.0	-7
CC(C)[C@@H](C)/C=C/[C@@H](C)[C@H]1CC[C@@H]2[C@]1(C)CCC1[C@]23C=C[C@]2(C[C@@H](O)CC[C@]12C)N(c1ccc([N+](=O)[O-])cn1)O3 (stereo partly drawn)	-1.4	-3	-3	nt	4	nt	0.0	1
CC(C)NC[C@H]1[C@@H](c2ccc(-c3cccc(F)c3)cc2)[C@@H](CO)N1CC1CC1	0.2	1	4	12	8	-8	0.0	6
CC1CCN(C(=O)c2ccc(SCc3ccccc3F)c([N+](=O)[O-])c2)CC1	6.2	13	5	0	3	-21	0.0	2
Cn1c(Cc2ccccc2)nnc1SCC(=O)Nc1cccc(S(=O)(=O)NC2=NCCCCC2)c1	-2.5	nt	1	1	8	5	0.0	-2
CCc1ccccc1NC(=O)CCC(=O)N1CCN(C(C)=O)CC1	-0.9	10	2	nt	-4	-4	-0.1	0
O=C(NCC(F)(F)F)[C@H]1[C@H](CO)[C@H]2Cn3c(cccc3=O)[C@@H]1N2CC1CCOCC1	nt	1	-7	1	-1	9	0.4	5
CC(C)c1cn(CC[C@H]2CC[C@H](NS(=O)(=O)c3ccc(F)cc3)[C@@H](CO)O2)nn1	-0.2	18	8	nt	0	7	0.4	17
CCOC(=O)/C(C#N)=C/N1CCOCC1	-0.2	3	9	4	5	11	0.0	-5
O=C(Nc1cccc2cccnc12)c1ccccc1Br	-2.3	16	-17	-4	2	23	-0.2	-14
CN(C)S(=O)(=O)c1cccc(NC(=O)COc2ccc(S(=O)(=O)N3CCOCC3)cc2Cl)c1	3.5	-6	7	1	-4	-3	0.1	12
COCCN(C(=O)c1ccc2ccccc2c1)c1c(N)n(Cc2ccccc2)c(=O)[nH]c1=O	1.0	-1	-6	-61	-3	-15	0.1	-6
O=C(Nc1cccc(C(=O)NC2CC2)c1)c1ccccc1	-2.2	-1	5	21	1	17	-0.1	-23
CCc1cc(=O)oc2cc(OCC=C(C)C)ccc12	nt	nt	nt	-4	nt	-4	0.0	-21
O=C(c1cc(COc2ccc3ncccc3c2)on1)N1CCC[C@H]1CO	0.4	12	-21	-6	9	-50	-0.1	-24
COc1ccc(S(=O)(=O)N(C)C[C@@H]2Oc3ccc(NC(=O)CCC(F)(F)F)cc3C(=O)N([C@@H](C)CO)C[C@@H]2C)cc1	0.0	-4	-7	0	1	1	0.0	5
O=C(COC(=O)c1ccc(O)cc1)Nc1cc(S(=O)(=O)N2CCCCCC2)ccc1Cl	0.0	3	7	nt	-1	-10	0.0	7
O=C(COC(=O)c1nc(Cl)ccc1Cl)NC1CCCCCC1	1.6	-10	-9	0	1	14	0.0	8
Cc1nc2ccc(S(=O)(=O)Nc3ccc(-c4nc5cccnc5s4)cc3)cc2s1	-1.1	-2	-49	-2	1	3	-0.4	nt
Cc1ccc(S(=O)(=O)N2CCN(C(=O)CN3CCN(C)CC3)C2)cc1	0.2	10	9	-2	3	5	nt	nt
COCC(=O)N(C)C[C@H]1Oc2ncc(-c3ccc(C)cc3)cc2C(=O)N([C@@H](C)CO)C[C@@H]1C	-5.1	14	-3	-21	2	9	-1.0	nt
Cc1ccccc1S(=O)(=O)NCC[C@H]1CC[C@@H](NC(=O)C2CC2)[C@H](CO)O1	-1.1	-6	-3	-5	1	3	1.4	2
CCOc1ccccc1NC1=NCC(=O)N1Cc1ccc(F)cc1	-1.7	-5	9	-19	0	nt	nt	nt
CCOC(=O)/C(C#N)=N/Nc1ccccc1C(=O)O	1.2	-2	-13	-9	4	-3	0.0	6
Cc1ccc(C(=O)N2CC(C)OC(C)C2)cc1S(=O)(=O)N1CCCCC1 (stereo not drawn)	-2.8	-9	-6	-4	6	3	0.1	3
COc1ccccc1CN1[C@@H]2CN(C(=O)C3CCCC3)c3ccccc3[C@@H]2[C@@H]1CO	2.2	11	13	7	2	8	0.0	26
Cc1cc(C)n2nc(C(=O)OCC(=O)c3ccccc3)nc2n1	-1.0	3	4	-1	1	26	0.2	-13
CCOc1ccc(N(C(=O)c2ccc(S(=O)(=O)N3CCCC3)cc2)C2C=CS(=O)(=O)C2)cc1 (stereo not drawn)	-0.1	3	nt	7	2	-3	-0.1	3
Nn1c(SCc2ccc(F)cc2)nnc1-c1ccncc1	-1.2	-5	8	-13	4	9	0.4	1
CN(CC(=O)N/N=C/c1ccc(F)cc1)S(=O)(=O)c1ccccc1	0.6	-19	-7	nt	-3	18	-0.1	-11
CN(C(=O)CSc1nnc(-c2cccc(F)c2)n1N)C1CCS(=O)(=O)C1 (stereo not drawn)	-4.4	5	4	-8	-5	9	0.2	13
N#CC(=C=[N-])C1=C(C#N)C(c2ccccc2F)C([n+]2ccccc2)C(O)(C2CC2)N1 (stereo not drawn)	-0.9	nt	-11	2	-1	13	nt	nt
N#C[C@@H]1[C@H](c2ccc(-c3ccccc3F)cc2)[C@@H](CO)N1C(=O)Cc1ccccc1	-1.7	-2	19	12	6	-17	0.0	103*
COC(=O)c1c(-c2ccc(C)cc2)csc1NC(=O)C1CC=CCC1C(=O)O (stereo not drawn)	nt	nt	-5	0	nt	6	0.1	-30
Cc1ccc(S(=O)(=O)N[C@@H]2C=C[C@H](CC(=O)N3CCC(Cc4ccccc4)CC3)O[C@@H]2CO)cc1	0.1	-13	1	-6	2	-41	0.7	-19
CCn1nnc(NC(=S)NC(=O)c2ccc(-c3cccc(Cl)c3)o2)n1	4.0	-2	2	2	-4	7	0.2	8
Cc1cc(F)ccc1S(=O)(=O)Nc1c(C)n(C)n(-c2ccccc2)c1=O	-3.5	0	-14	-3	1	nt	0.1	4
Cc1ccc(S(=O)(=O)N2CCCCC2)c(C)c1NS(C)(=O)=O	-1.9	2	-6	nt	-8	21	0.0	-8
CC(CNC(=O)CCS(=O)(=O)c1ccc2c(c1)NC(=O)CO2)c1ccccc1 (stereo not drawn)	-2.1	-3	-4	-20	3	10	0.4	-1
CNC(=O)COc1ccc(Nc2nnc(-c3ccc(C)c(S(N)(=O)=O)c3)c3ccccc23)cc1	1.6	5	8	-3	4	-12	0.0	-98
FC(F)(F)c1cnc(N2CCCN(C(=S)Nc3ccccc3)CC2)c(Cl)c1	0.0	-2	16	12	-5	5	0.0	-2
COc1cccc(NC(=O)CSc2nc3c(sc4ccccc43)c(=O)n2CCN(C)C)c1	-0.6	-5	5	28	2	14	0.0	1
O=C(Nc1ccccn1)c1cccc(S(=O)(=O)N2CCCc3ccccc32)c1	0.5	-4	9	-2	4	-40	0.0	40
CC(=O)c1ccc(N2CCN(C(=O)c3ccc(C(=O)c4ccccc4)cc3)CC2)cc1	1.9	-4	-16	-7	-2	-8	0.5	-24
CC(=O)c1sc(N/N=C2\CC3CCC2(C)C3(C)C)nc1C (stereo not drawn)	-1.5	0	0	2	1	-19	0.0	-7
Cc1ccc2c(c1)N(CC(=O)NCCCN1CCN(C)CC1)C(=O)CO2	-1.8	16	4	-1	1	1	0.4	-19
